Source: PubChem (Broad Institute)
SIRT5 block: inhibitors of human sirtuin-5 desuccinylase; Purified SirT5, succinyl-peptide AMC, trypsin-coupled fluorescence; inhibition, % at 15 µM; actives 1.1% (n = 330,000); AID 652115; in the data active means inhibition above about 15%; inconclusive means no clear call, values can overlap the other calls
Target sequence (Q9NXA8 whole entry, looked up): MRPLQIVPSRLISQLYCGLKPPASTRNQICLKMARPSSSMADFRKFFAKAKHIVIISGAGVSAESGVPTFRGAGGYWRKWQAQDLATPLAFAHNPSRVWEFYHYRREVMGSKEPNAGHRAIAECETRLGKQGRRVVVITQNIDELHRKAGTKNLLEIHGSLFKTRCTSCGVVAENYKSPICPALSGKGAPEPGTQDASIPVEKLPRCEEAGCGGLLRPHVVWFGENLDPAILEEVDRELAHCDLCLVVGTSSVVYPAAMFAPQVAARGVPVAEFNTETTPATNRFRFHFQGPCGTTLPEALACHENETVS
DENV2 CPE rescue: protects cells from dengue virus 2 cytopathic effect; actives 1.7% (n = 350,000); DENV2-infected cells, cytopathic effect rescue, plate reader; CPE inhibition, % at 9.99 µM; in the data active means CPE inhibition above about 20%, passing the limit was not always enough; inconclusive means no clear call, values can overlap the other calls; tested in BHK-21 cells;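 further: 0% = median of neutral control wells and 100% = median of positive control wells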
Casp6 inh: caspase-6 (human) enzyme inhibition. purified caspase-6, Z-VEID-R110 cleavage fluorescence. P55212. actives 0.53% (n = 350,000). AID 686996. inhibition, % at 12.5 µM;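 active means mean inhibition across replicates at least about 35%, with every replicate also reaching that limit, limit read from the data; inconclusive means only one of the two criteria met; inactive means neither criterion met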;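 further: 0% = median of neutral control wells and 100% = no fluorescence left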
Target sequence (P55212 24-179 limits assumed): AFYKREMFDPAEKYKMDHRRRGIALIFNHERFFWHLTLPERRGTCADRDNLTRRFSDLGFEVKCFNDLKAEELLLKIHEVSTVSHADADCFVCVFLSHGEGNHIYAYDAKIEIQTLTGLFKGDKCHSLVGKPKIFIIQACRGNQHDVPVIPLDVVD
Target sequence (P55212 194-293 limits assumed): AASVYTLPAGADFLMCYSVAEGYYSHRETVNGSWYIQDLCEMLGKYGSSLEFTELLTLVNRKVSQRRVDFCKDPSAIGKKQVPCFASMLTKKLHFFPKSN
LGR2 inh: blocks bursicon-induced cAMP signaling via Drosophila LGR2 | HEK293 LGR2, CRE-luciferase, bursicon-stimulated, 4 h | inhibition, % at 9.99 µM | actives 0.35% (n = 380,000) | AID 720647;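 active means drop in luminescence signal, shown as inhibition above about 50% in the replicate tests, limit read from the data, passing the limit was not always enough; inconclusive means probably only some replicates passing the limit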;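 further: agonist challenge used bursicon conditioned medium at about half maximal strength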
ARNT-TACC3 inh: disrupts binding between human ARNT and TACC3; Q9Y6A5; AlphaScreen His-ARNT PAS-B/GST-TACC3 binding, luminescence; TACC3 fragment carries E629A point mutation; inhibition, % at 9.99 µM; actives 0.66% (n = 390,000); AID 623870;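 active means mean inhibition of replicates at least 50% and at least half of replicates each reaching 50%; inconclusive means half or more replicates reach 50% but mean below 50%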;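 further: 0% = complete ARNT plus TACC3 wells and 100% = ARNT alone without TACC3; many hits fall short of the cut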
PAX8 reporter: inhibitors of PAX8 transcriptional activity in RMG-I cells | RMG-I TPO-luciferase reporter, SteadyGlo, 24 h | inhibition, % at 12.6 µM | actives 1.2% (n = 360,000) | AID 652154;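 active means mean replicate inhibition at least 60% with every replicate also reaching 60%; inconclusive means only one of the two criteria is met; inactive means mean below 60% and not all replicates reaching 60%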;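 further: luciferase light reporting Pax8 driven TPO promoter activity; plate controls were median of neutral control wells for no effect and mitoxantrone controls for full effect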
EWS-Fli inh: inhibitors of EWS/Fli oncoprotein transcriptional activity; actives 0.67% (n = 350,000); inhibition, % at 12.6 µM; A673 NR0B1-luciferase reporter, viability-normalised;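 active means mean inhibition of at least 50% after viability correction, with every replicate also passing that limit; inconclusive means mean reaches 50% but only one of two replicates passes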;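 further: firefly luciferase signal divided by Alamar Blue viability fluorescence both relative to DMSO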
* = called active by the depositor; ? = inconclusive; . = no result given.

The line under a structure holds: SIRT5 block, DENV2 CPE rescue, Casp6 inh, LGR2 inh, ARNT-TACC3 inh, PAX8 reporter, EWS-Fli inh
Cc1ccc(S(=O)(=O)N2CCN(C(=O)COc3ccc(C)nc3[N+](=O)[O-])CC2)c(C)c1
 : -1, 4, 3, -32, 4, 13, 2
COc1ccc(OC)c(NC(=O)C2CCN(C(=O)C3CC(=O)N(c4ccc(C)cc4)C3)CC2)c1 (stereo unspecified)
 : -1, 0, 5, 7, 1, 9, 4
CCN(CC)S(=O)(=O)c1cccc(C(=O)Nc2cc(C)nn2-c2ccccc2)c1
 : ., ., ., 15, -4, 3, .
CCOc1ccc(N2C(=O)CC(NC3CCN(C(=O)c4cccc(Cl)c4)CC3)C2=O)cc1 (stereo unspecified)
 : 2, -11, -2, 8, 3, 6, .
CC1Cc2cc(S(=O)(=O)NCCC(=O)N(C)Cc3ccccc3)ccc2N1C(=O)C1CC1 (stereo unspecified)
 : 1, 19, 1, -13, 1, 14, .
CC1=CC(c2ccccc2)=NS(=O)(=O)N1
 : 0, 4, 0, -7, -3, -2, 2
C[C@H]1CN([C@@H](C)CO)C(=O)c2cc(NC(=O)c3ccncc3)ccc2O[C@H]1CN(C)Cc1ccc(C(=O)Nc2ccccc2N)cc1
 : -1, 16, 1, 15, ., 11, 6
CCN1C(=O)c2ccccc2S(=O)(=O)c2ccc(C(=O)NCCCN(CC(C)C)CC(C)C)cc21
 : 1, -4, -1, -7, 0, 17, 12
Cc1ccccc1NC(=O)CN1C(=O)N/C(=C\c2cccn2-c2cccc(C(=O)O)c2)C1=O
 : 19*, ., 63*, -25, 0, 1, -4
COCCCNC(=O)c1ccc(CN2CCc3ccccc3C2)cc1
 : 23*, -6, -4, 12, -3, 17, 0
O=[N+]([O-])c1ccc2cccnc2c1
 : -2, 1, 0, -4, ., -18, -16
Cc1ccc(N=C2NC(=O)/C(=C\c3ccc(C)s3)S2)cc1
 : -7, 3, 2, 2, -10, -34, -4
Cn1c(=O)c2c(SCC(=O)N3CCCc4ccccc43)nc(C3CC3)nc2n(C)c1=O
 : -2, 18, 0, 15, -1, -9, 21
COc1ccc(C(=O)C2CCCN(C(=O)c3csc(SC)n3)C2)cc1F (stereo unspecified)
 : 1, -2, 1, -22, ., -10, -13
CCOC(=O)C1CCCN1C(=O)c1ccc(OC)c(Br)c1 (stereo unspecified)
 : -19, ., 1, 0, -1, 1, 3
O=S(=O)(c1cccs1)N1CCCCN2[C@H](CO)[C@H](c3ccc(Br)cc3)[C@@H]2C1
 : 0, -17, -1, -2, 0, -2, -3
COc1ccccc1CNC(=O)c1cccc2c1C(=O)N(Cc1cccnc1)C2
 : 0, 11, ., -6, 11, 10, -4
C=CCOC(=O)[C@H]1[C@@H]2C(=O)O[C@@H](c3ccccc3)[C@@H](c3ccccc3)N2[C@@H](c2ccc(OCCOC(=O)[C@H]3C[C@H]4C(=O)N[C@@H](CC(C)C)C(=O)N4[C@H]3c3ccc(O)cc3)cc2)[C@]12C(=O)Nc1ccccc12
 : -1, 0, 3, ., ., ., 7
Cc1cc(NC(=O)C2CC(=O)N(c3ccc(Cl)cc3)C2)no1 (stereo unspecified)
 : 3, -2, -1, 5, 7, -1, 0
CCOP(=O)(OCC)C(Nc1ccccc1)c1ccco1 (stereo unspecified)
 : 3, 9, -1, ., -14, 9, -1
CC1CCCCC1NC(=S)NC(=O)c1sc2ccccc2c1Cl (stereo unspecified)
 : 2, 6, 1, 3, 2, 12, -8
CCOC(=O)c1cnc2c(C)cccc2c1NCCCN1CCOCC1
 : 13, -3, -5, -10, 10, 2, 12
COc1cccc(CNC(=O)CCC(=O)n2ncc3cc(C)ccc32)c1OC
 : 3, -2, 1, 2, -13, -8, -1
COc1cccc(CN2CCNC(=O)C2CC(=O)NCCOc2cccnc2)c1OC (stereo unspecified)
 : 0, 1, -6, 8, -3, 12, -3
O=C(NCC1CCCO1)c1ccc2c(c1)S(=O)(=O)c1ccccc1C2=O (stereo unspecified)
 : 3, -2, 3, -28, ., 4, 13
CCCNC(=O)[C@H]1[C@H](CO)[C@H]2Cn3c(cccc3=O)[C@@H]1N2S(=O)(=O)c1ccccc1C
 : -9, 4, 2, -3, -1, -3, -3
COc1ccc(-c2cnc3c(c2)C(=O)N([C@H](C)CO)C[C@H](C)[C@@H](CN(C)Cc2ccc(C(=O)O)cc2)O3)cc1
 : -2, -2, -1, 29, 16, 18, -6
CN(C)S(=O)(=O)c1ccc(C(=O)OCCN=C2NS(=O)(=O)c3ccccc32)cc1
 : -1, -2, -2, -7, -3, -12, -4
O=C(O)C1=C[C@@H](c2ccccc2)C[C@@H](OCCCCO)O1
 : -4, 8, 1, -4, -1, -1, -5
O=C(Nc1ccc(-n2ccc(C(F)(F)F)n2)cc1)Nc1cccc(Cl)c1
 : -1, -15, -3, -31, -6, -16, -53
CCOc1cc(C2CC(=O)NC(SCC)=C2C#N)ccc1O (stereo unspecified)
 : -1, 5, -2, 13, -4, -10, 2
COc1ccc([C@H]2C[C@H]3C(Br)=CC2C(=O)[C@]32CO2)cc1OC
 : 4, 3, 1, ., -26, 3, 3
C[C@H](CO)N1C[C@H](C)[C@H](CN(C)C(=O)Nc2ccc(C(F)(F)F)cc2)Oc2ccc(N(C)C)cc2C1=O
 : -4, 1, 0, -7, -2, 1, 5
O=C(O)CSc1nnc(-c2ccc(Cl)cc2)n1-c1ccccc1
 : -5, -2, -2, 10, -16, 0, 1
CN(C)CC(=O)N1[C@H](CO)[C@H](c2ccc(C#CC3CCCC3)cc2)[C@@H]1C#N
 : 0, 6, -1, 8, 16, 13, -6
O=C(CN1N=C(c2ccccc2)CCC1=O)NCc1cccs1
 : 0, -7, 4, 11, 2, -10, -4
Cc1c(CCOC(=O)c2ccc(Cl)cc2Cl)sc[n+]1CC(=O)c1ccccc1
 : 0, 4, 1, -30, 18, -5, 9
NS(=O)(=O)c1ccc(CCNC(=O)C(c2ccccc2)c2ccccc2)cc1
 : -3, -4, 4, 15, -2, 1, -4
O=C1CN(Cc2ccccc2)C[C@@H]2[C@H](c3ccc(-c4ccccc4)cc3)[C@@H](CO)N12
 : -4, 2, ., 6, ., -12, 2
CCn1c(NC(=O)C(C)C)c2ccccc2nc1=O
 : -5, 0, ., 21, -4, -11, 17
Cc1ccc(NC(=O)CSc2n[nH]c(-c3cccnc3)n2)c(Br)c1
 : -2, -5, -5, -8, 10, -10, 7
O=C(CCCCCN1C(=O)c2cccc3cccc(c23)C1=O)NCCO
 : -13, 0, 2, -14, 2, -23, 11
CC1(C(=O)NS(=O)(=O)c2cccc(OC(F)F)c2)CCN1C(=O)c1ccccc1 (stereo unspecified)
 : -3, -10, -3, 4, ., 12, -1
CC(=O)Nc1ccc(NC(=O)CSc2nnc(NC(=O)c3ccc(Br)o3)s2)cc1
 : -2, -8, 1, 26, -11, -3, .
CC(NC(=O)CN1CCOCC1)c1ccccc1 (stereo unspecified)
 : 3, 3, -1, -5, -5, -10, 4
O=C(c1ccco1)N1CCC(c2nc3c(nnn3Cc3ccccc3Cl)c(=O)[nH]2)CC1
 : 2, 0, 3, -22, -1, 17, 7
CC(C)Cc1cc(C(=O)Nc2ccc3c(c2)OCO3)no1
 : -3, -6, -3, ., -6, -204, -9
Cc1ccc(-c2nc3ccccc3c(=O)o2)cc1
 : 16*, -1, -3, -15, -2, -100, -85
Fc1cccc(CNc2ncnc3ccc(-c4ccc5c(c4)OCO5)cc23)c1
 : ., ?, 0, 37, -2, 32, 4
O=C(CN1CCOCC1)N1CC2(C1)[C@H](c1ccccc1)[C@@H](CO)N2Cc1ccc(F)cc1
 : -3, 1, -2, -4, ., 9, -5
O=C(CS(=O)(=O)c1ccc(F)cc1)N1CCOCC1
 : -1, -7, -3, 17, 0, -3, 2
C[C@H](NC(=O)C[C@@H]1C[C@H]2c3cc(NS(C)(=O)=O)ccc3O[C@H]2[C@H](CO)O1)c1ccccc1
 : 0, -1, 0, 3, -8, 7, -1
CCCc1c(-c2cccc(Cl)c2)ncn1Cc1ccccc1OC
 : ., -5, -1, 17, ., 11, 15
C[C@H](CO)N1C[C@H](C)[C@H](CN(C)C(=O)Nc2ccccc2)Oc2ccc(NC(=O)C3CCCCC3)cc2CC1=O
 : -1, -3, 1, -16, -5, -10, -1
c1ccc(CN2CCC(CNc3ncnc4ccccc34)C2)cc1 (stereo unspecified)
 : 3, -5, -2, -4, 2, ., 13
CO[C@@H]1CN(C)C(=O)c2cc(NC(=O)c3ccc4c(c3)OCO4)ccc2OC[C@H](C)N(CC2CC2)C[C@H]1C
 : 9, 17, 3, 0, 4, -1, 6
COc1ccc(C2CC(c3ccc(Cl)cc3Cl)Nc3nc(N)nn32)cc1 (stereo unspecified)
 : -3, -2, 0, 0, ., 7, 7
CC1(C)CC(=O)C=C(c2ccc(-c3ccccc3)cc2)C1
 : 1, 18, -1, -96, -1, -251, -99
CCOC(=O)CNC(=O)c1ccc(C#CC2(O)CCCCC2)cc1
 : 1, -5, 3, 12, -1, -15, -9
Cc1cc(C(=O)N2CCc3ccccc3C2)on1
 : -3, 13, 6, 10, -7, -9, -6

Additional structures.
The line under a structure holds: SIRT5 block, DENV2 CPE rescue, Casp6 inh, LGR2 inh, ARNT-TACC3 inh, PAX8 reporter, EWS-Fli inh
Oc1ccc(Cl)c2cccnc12
 : -1, 8, -2, 1, 7, 15, 21
Cc1cc(C(=O)Nc2ccc(Nc3ccccc3)cc2)ccc1[N+](=O)[O-]
 : -1, -24, -1, -17, -4, -1, -22
CSc1ccc(CN(C)C(=O)c2cc(=O)[nH]c3ccccc23)cc1
 : -1, 7, 2, -20, 10, -6, 0
O=S(=O)(c1ccc2oc(=S)[nH]c2c1)N1CCOCC1
 : -4, -5, -3, -11, 5, -3, -7
OC(COc1ccccc1)CN1CCN(Cc2ccc3c(c2)OCO3)CC1 (stereo unspecified)
 : -2, 10, -2, -26, -3, 2, -6
COc1ccc(C(=O)Nc2nnc(SCC(=O)Nc3ccc(NC(C)=O)cc3)s2)c(OC)c1
 : -1, 3, -1, 12, -4, 1, -83
CC1=CC(C)(C)N(S(=O)(=O)c2ccc(F)cc2)c2ccccc21
 : -4, -2, -3, 14, -18, ., 40
C/C(=N/NC(=O)CN1CCN(S(=O)(=O)c2ccc(Br)cc2)CC1)c1cccnc1
 : ., ., ., 7, 0, 7, .

Quoted at random: 3 records from the list, in no set order.
The line under a structure holds: SIRT5 block, DENV2 CPE rescue, Casp6 inh, LGR2 inh, ARNT-TACC3 inh, PAX8 reporter, EWS-Fli inh
Cc1cc(C(=O)Nc2ccc(Nc3ccccc3)cc2)ccc1[N+](=O)[O-]
 : -1, -24, -1, -17, -4, -1, -22
O=S(=O)(c1ccc2oc(=S)[nH]c2c1)N1CCOCC1
 : -4, -5, -3, -11, 5, -3, -7
OC(COc1ccccc1)CN1CCN(Cc2ccc3c(c2)OCO3)CC1 (stereo unspecified)
 : -2, 10, -2, -26, -3, 2, -6

One compound at a time, from the list above:
Record of `COc1ccc(C(=O)Nc2nnc(SCC(=O)Nc3ccc(NC(C)=O)cc3)s2)c(OC)c1` → SIRT5 block = -1; DENV2 CPE rescue = 3; Casp6 inh = -1; LGR2 inh = 12; ARNT-TACC3 inh = -4; PAX8 reporter = 1; EWS-Fli inh = -83
Record of `CC1=CC(C)(C)N(S(=O)(=O)c2ccc(F)cc2)c2ccccc21` → SIRT5 block = -4; DENV2 CPE rescue = -2; Casp6 inh = -3; LGR2 inh = 14; ARNT-TACC3 inh = -18; PAX8 reporter = .; EWS-Fli inh = 40
Record of `Cc1cc(C(=O)Nc2ccc(Nc3ccccc3)cc2)ccc1[N+](=O)[O-]` → SIRT5 block = -1; DENV2 CPE rescue = -24; Casp6 inh = -1; LGR2 inh = -17; ARNT-TACC3 inh = -4; PAX8 reporter = -1; EWS-Fli inh = -22

An excerpt from above in order of their number in DENV2 CPE rescue, lowest first.
Structure,SIRT5 block,DENV2 CPE rescue,Casp6 inh,LGR2 inh,ARNT-TACC3 inh
CC1=CC(C)(C)N(S(=O)(=O)c2ccc(F)cc2)c2ccccc21,-4,-2,-3,14,-18
COc1ccc(C(=O)Nc2nnc(SCC(=O)Nc3ccc(NC(C)=O)cc3)s2)c(OC)c1,-1,3,-1,12,-4
Oc1ccc(Cl)c2cccnc12,-1,8,-2,1,7

Not a hit list. Share with any hit: about 4.9%.
